Shn3 inh set2: inhibitors of Schnurri-3 3'UTR reporter in osteoblasts; Clone20 osteoblast Shn3 3'UTR firefly luciferase, 24 h; inhibition, % at 12.5 µM; 0.52% of 360,000 active; AID 588674;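 active means mean inhibition of at least 75% with every replicate also reaching 75%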;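 further: 0% = median of neutral control wells and 100% = pilot-screen positive control compound; some compounds past the cut are filed as inactive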
NR2E3 ag-1: human photoreceptor-specific nuclear receptor agonism; AID 602229; CHO-S Gal4-NCOR/VP16-NR2E3 two-hybrid, luciferase; 0.35% of 360,000 active; inhibition of corepressor binding, % at 3.98 µM; Q9Y5X4;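 active means inhibition above the mean of all tested compounds plus 3 SD, cut at about 70% in these data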;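 further: 0% = DMSO with NR2E3 transfected cells and 100% = cells lacking NR2E3 construct; higher means lower luciferase signal from less NR2E3 corepressor binding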
Target sequence (Q9Y5X4 whole entry, looked up, the tested form may be a part): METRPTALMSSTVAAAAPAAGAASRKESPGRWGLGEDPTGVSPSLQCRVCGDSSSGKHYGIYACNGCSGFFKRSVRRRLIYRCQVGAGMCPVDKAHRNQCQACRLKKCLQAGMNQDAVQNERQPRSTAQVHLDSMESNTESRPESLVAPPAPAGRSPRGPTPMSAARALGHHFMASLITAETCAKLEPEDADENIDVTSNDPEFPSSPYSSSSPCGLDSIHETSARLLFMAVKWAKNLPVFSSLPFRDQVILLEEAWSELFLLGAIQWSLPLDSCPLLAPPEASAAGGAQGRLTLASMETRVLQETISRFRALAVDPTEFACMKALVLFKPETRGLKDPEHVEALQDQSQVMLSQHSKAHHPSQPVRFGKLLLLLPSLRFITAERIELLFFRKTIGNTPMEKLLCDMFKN
m5-HT2A agonist: agonists of mouse serotonin 5-HT2A receptor (HTR2A) | P35363 | CHO-K1 mHTR2A beta-arrestin complementation, luminescence; percent of 30 µM serotonin response | 0.66% of 360,000 active | activation, % at 7.6 µM;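 active means activation above a run cutoff, the mean activation of all tested compounds plus 3 SD, cut at about 14% in these data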;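 further: 0% = plate median of compound wells and 100% = 30 µM serotonin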
Target sequence (P35363 whole entry, looked up): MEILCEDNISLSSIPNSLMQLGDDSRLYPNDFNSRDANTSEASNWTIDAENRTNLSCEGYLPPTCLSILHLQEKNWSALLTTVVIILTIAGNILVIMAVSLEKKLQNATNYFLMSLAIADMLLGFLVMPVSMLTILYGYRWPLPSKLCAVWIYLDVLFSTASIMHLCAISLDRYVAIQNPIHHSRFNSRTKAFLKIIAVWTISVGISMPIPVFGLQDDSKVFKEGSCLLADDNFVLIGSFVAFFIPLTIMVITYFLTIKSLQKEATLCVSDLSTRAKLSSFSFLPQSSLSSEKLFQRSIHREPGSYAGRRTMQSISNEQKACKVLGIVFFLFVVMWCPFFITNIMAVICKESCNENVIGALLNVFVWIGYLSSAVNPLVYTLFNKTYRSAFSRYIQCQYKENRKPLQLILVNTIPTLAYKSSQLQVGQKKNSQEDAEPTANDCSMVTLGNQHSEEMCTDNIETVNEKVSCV
Peg3 promoter: Peg3 promoter activity inhibition; inhibition, % at 20 µM; 1.7% of 360,000 active; HeLa PEG-Prom luciferase reporter, luminescence, overnight;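 active means inhibition of at least 50% at 20 µM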
iPSC survival up: enhancers of human iPSC single-cell survival; hiPSC single-cell survival, ATPlite luminescence; 100% = ROCK inhibitor wells, 0% = DMSO; survival enhancement, % at 20 µM; 0.044% of 360,000 active; AID 602274; in the data active means survival enhancement above about 18%;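 further: cells exposed to compounds for 16 hours before the ATP read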
CaV13 FRET inh: Disruptors of the CACNA1D IQ motif to Ca2+-dependent inactivation inhibitor domain association, primary screening, Förster resonance energy transfer in intact living …; HEK cells, CFP/YFP FRET ICDI-IQ, plate reader, 10 min; percent FRET-ratio fall versus neutral wells; inhibition, % at 12.3 µM; 0.098% of 340,000 active; AID 743397;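 active means mean replicate inhibition of at least 30% and at least 1% of replicates passing that level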;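 further: 0% = median of the neutral control wells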
HIF-2a inh: HIF-2a inhibition. 786-0 RCC cells HIF-2a reporter, luciferase luminescence, overnight. inhibition, % at 18.8 µM. 0.72% of 360,000 active. AID 624352;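 active means inhibition of the luminescence signal of 40% or more relative to plate controls, in a single-dose primary screen at 18.75 µM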
NR2E3 ag-2: agonists of human nuclear receptor NR2E3. GST-NR2E3/biotin-RetCOR TR-FRET, 1536-well. AID 2300. 0.12% of 320,000 active. inhibition of corepressor binding, % at 4.78 µM. Q9Y5X4;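 active means percent inhibition above the cutoff of mean plus 3 SD of all tested compounds, set per screening campaign, cut at about 20% in these data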;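 further: 0% = DMSO wells and 100% = biotin wells as full block of FRET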
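System: GST-tagged NR2E3 plus biotinylated RetCOR corepressor; Amount: 1.35 nM GST-tagged NR2E3 final; Dosing: single nominal compound dose of 4.8 µM; Schedule: 5 h incubation at 4 °C; Technique: TR-FRET with europium anti-GST and streptavidin-D2, 340 nm excitation; Controls: biotin wells as high control, 0.6% DMSO wells as low control.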
PDI inh: blocks human protein disulfide isomerase activity; PDI insulin aggregation turbidity, A650, 90 min; inhibition, % at 10 µM; 0.052% of 350,000 active; AID 588391;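 active means mean inhibition across replicates of 30% or more, whatever share of single replicates reach that level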;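 further: absorbance from insulin aggregation driven by PDI reduction with DTT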
TRPM1 prom inh: reduces MITF-dependent TRPM1 promoter luciferase signal; 0.83% of 330,000 active; AID 488899; inhibition, % at 12.5 µM; SK-MEL-5 TRPM1 promoter luciferase, 24 h;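 active means mean inhibition across replicates of 60% or more, whatever share of single replicates reaches that level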; further: values of inactives mirror those of a sister screen read the other way
Cardio protect: myocardial damage modulation in H9c2 cells. H9c2 cardiomyocytes, H2O2 injury protection, ATPLite, 2 h. protection from H2O2 cell death, % at 20 µM. 0.63% of 360,000 active. AID 588492;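 active means compounds giving at least 50% protection of heart cells from peroxide-induced death in the single-dose screen, raw or plate-pattern-corrected value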;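 further: 0% = DMSO wells with peroxide and 100% = DMSO wells without peroxide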
The depositor's hits bear a star; / = no result given.

SMILES	Shn3 inh set2	NR2E3 ag-1	m5-HT2A agonist	Peg3 promoter	iPSC survival up	CaV13 FRET inh	HIF-2a inh	NR2E3 ag-2	PDI inh	TRPM1 prom inh	Cardio protect
COc1ccc(-c2nc3scc(-c4ccc(OC)c(OC)c4)c3c(=O)o2)cc1	48	-22	1	28	0.9	/	-1	2	-5	9	-2
Cc1cc(=O)[nH]c(Nc2cccc(F)c2)n1	5	-32	0	11	-0.1	-5	18	2	1	-3	4
O=C1COc2ccc(S(=O)(=O)CCC(=O)N3CCN(c4ccccc4)CC3)cc2N1	-4	-23	-4	4	0.3	-3	5	-2	4	9	2
CC(C)=CCN1CCN(Cc2ccc(C#CC(C)(C)O)cc2)CC1CCO (stereo not given)	-2	-10	-2	16	-2.1	-3	1	-1	1	-21	2
O=C(CSc1nnnn1-c1ccccc1F)NNC(=O)c1ccco1	4	-18	1	15	0.1	-3	6	1	0	1	5
CC(C)(C)C(=O)Cn1ncc(Br)c(Br)c1=O	89*	20	3	97*	-3.0	-4	94*	/	-2	93*	-26
O=C(NN(Cc1ccccc1)Cc1ccccc1)c1ccccc1	-1	17	-5	-4	-2.8	-9	-1	/	-1	-17	-4
O=C(Nc1ccc(Oc2ncnc3cc(Cl)ccc23)nc1)c1cccs1	-9	-8	1	14	-0.4	-2	2	1	7	14	-17
CCCNc1nc(-c2cc(C(=O)Nc3ccccc3)on2)cc(C(C)C)n1	8	6	-4	7	2.3	4	6	3	1	4	-9
Cc1nc(-c2ccc(Cl)cc2)sc1C1(C)CC(c2ccc(Cl)cc2)=NO1 (stereo not given)	-8	19	-4	4	3.0	-10	-10	1	-4	6	1
Cc1csc(CNC(=O)c2cc(COc3c(C)cccc3C)on2)n1	1	-3	-4	-15	-0.4	-7	-14	2	8	7	-5
COc1ccc([C@@H]2[C@@H]3C(=O)N(C(C)(C)C)C(=O)[C@@H]3[C@]3(Cc4ccc(Cl)cc4)C(=O)N(c4ccc(Br)cc4)C(=O)N23)cc1	34	-9	-3	0	-1.1	-11	-7	-1	-4	-3	-3
Nc1nc(N)c2ncn(C3C=CC(CO)C3)c2n1 (stereo not given)	-2	23	-2	10	-1.1	-5	10	/	/	/	2
Nc1nnn(CC(=O)N/N=C/c2ccccc2)n1	-5	-10	1	3	0.0	-5	13	0	-2	-1	-2
Cc1ccc(/C=C/c2nnc(-c3ccccc3)o2)cc1	-37	-131	3	-208	1.6	/	-184	2	-10	-60	-9
COc1ccccc1-n1c(SCC(=O)Nc2cccc(C(=O)O)c2)nnc1-c1ccccc1C	-40	10	-4	3	0.0	-21	14	0	0	-7	9
Cn1c(NCc2ccccc2)nc2cc(-c3ccccc3)sc2c1=O	-32	-13	0	-48	5.6	-7	-94	/	8	/	-11
Cc1ccc(C(=O)N2CCCC(C(F)(F)F)C2)cc1S(=O)(=O)N1CCCCC1 (stereo not given)	10	19	2	9	-0.1	-4	18	-1	16	14	-7
CC1CCN(C(=O)Cn2cc(C(F)(F)F)ccc2=O)c2ccccc2S1 (stereo not given)	-1	-5	-4	13	0.8	-15	18	/	8	2	9
CC(=O)c1c(C)[nH]c(C(=O)Nc2ccc(F)c(F)c2F)c1C	-21	-34	0	-78	0.0	-2	-36	0	10	-7	5
CCn1cc(S(=O)(=O)Nc2cc(C)ccc2F)cn1	3	-11	0	7	-0.3	/	9	3	6	6	2
COc1ccc(N(CCOc2ccccc2)S(=O)(=O)c2ccccc2)cc1	24	-5	-6	38	-2.0	-6	-7	-1	-4	-6	-11
COC(=O)c1ccc2nc(-c3ccc(F)cc3)c(Cc3ccccc3OC)n2c1	/	-48	-3	/	0.1	-9	-51	/	/	/	/
O=C(CSc1nnc(Cc2ccccc2)n1-c1cccc(Cl)c1)NNC(=O)Cc1ccccc1	-4	-10	2	8	4.1	-6	18	-4	7	5	-2
CN(C)c1nnnn1-c1ccccc1Oc1ncc(C(F)(F)F)cc1Cl	-10	9	3	-6	3.4	-4	14	0	-12	2	1

An excerpt from above in order of their number in CaV13 FRET inh, smallest number first:
compound	CaV13 FRET inh
O=C(CSc1nnc(Cc2ccccc2)n1-c1cccc(Cl)c1)NNC(=O)Cc1ccccc1	-6
Nc1nnn(CC(=O)N/N=C/c2ccccc2)n1	-5
CCCNc1nc(-c2cc(C(=O)Nc3ccccc3)on2)cc(C(C)C)n1	4

Further compounds:
SMILES	Shn3 inh set2	NR2E3 ag-1	m5-HT2A agonist	Peg3 promoter	iPSC survival up	CaV13 FRET inh	HIF-2a inh	NR2E3 ag-2	PDI inh	TRPM1 prom inh	Cardio protect
CN(C(=O)c1ccccc1)c1nccnc1C#N	4	2	0	-39	-0.5	-20	-1	1	-4	-10	-2
CC(=O)c1cccc(NC(=O)C2(C)Cc3c(-c4ccccc4)ccnc3O2)c1 (stereo not given)	-6	16	6	17	3.0	-8	19	/	11	/	-14
COc1ccc(-c2csc(N3CCC(c4ccccc4)CC3)n2)cc1	-18	-1	-2	-2	4.7	4	-6	2	0	5	-13
CC1(C)Cc2c(C#N)c(N)n(-c3ccccc3)c(=O)c2CO1	0	-20	2	11	-2.2	-4	17	-5	-9	0	2
CCOc1cccc(C(=O)NC(=S)Nc2ccccc2)c1	-100	-171	4	-300	-0.2	-2	-229	0	4	-85	-11
CCOC(=O)Cc1c(C)c2c(C)[nH]nc2oc1=O	-24	2	1	5	2.2	/	4	2	2	-10	-1
CCOC(=O)C1C(=O)C(=O)N(C2CCCCC2)C1C(=O)OCC (stereo not given)	-13	-10	0	14	-1.8	-3	8	/	-2	9	2
CC(=O)c1ccc(S(=O)(=O)N2CCCC(N(C)CCc3ccccc3)C2)cc1 (stereo not given)	4	19	-11	24	-0.1	-2	14	3	-1	-1	-7
CCC(C)(C)NC(=O)CN(C(=O)c1snc(C(N)=O)c1N)c1ccc2c(c1)OCCO2	8	-30	0	-2	-0.6	-3	-12	-1	-3	-9	3
O=C(c1cc(COc2c(F)cccc2F)on1)N(Cc1ccccc1)CC1CC1	-1	-24	0	-30	-0.3	-4	-62	-1	-1	-28	-12
CN(C(=O)c1ccc(Cl)cc1)C1=CCCCC1CCC#N (stereo not given)	6	7	-2	0	1.8	-1	3	2	11	2	-2
COC(=O)Cc1c(C)c2ccc(OCC(=O)N3CCCC3)c(C)c2oc1=O	22	34	12	-2	-0.1	/	-8	2	-5	3	1
COc1ccccc1CNc1nc(NCCOc2ccccc2)c2sccc2n1	48	27	-3	34	-2.1	-4	-1	/	1	/	-27
COc1ccc(OC)c(NC(=S)NCCC(c2ccccc2)c2ccccc2)c1	0	14	-8	28	-3.0	-4	11	3	7	12	-15
NC(=O)C1CCN(C(=S)NCCc2ccccc2)CC1	-14	5	-1	-5	0.2	6	6	0	-2	-3	7
COCCCNC(=O)C1CCC(=O)N1Cc1ccccc1Cl (stereo not given)	9	8	8	6	2.2	-5	4	1	0	7	-2
OC(COc1ccccc1F)CN1CCC(Cc2ccccc2)CC1 (stereo not given)	8	-17	-4	6	-0.4	-7	6	0	7	3	0
O=C(CSc1nnc(NC(=O)c2ccccc2[N+](=O)[O-])s1)NCc1ccco1	2	-27	-6	-5	0.6	-3	-12	1	-1	-8	-4
CC(=O)c1ccc(NC(=O)CCCC(=O)c2ccccc2)cc1	4	-17	-7	-17	0.8	-20	-91	2	0	-2	-2
FC(F)(F)c1cccc(CNC(=S)Nc2ccccc2)c1	19	25	-1	-13	-1.4	-4	-7	-3	-7	-5	-6
CCCN(CCC)C(=O)CC(c1ccccc1)c1cc(Br)ccc1O (stereo not given)	8	5	2	24	-0.6	-9	13	-1	-1	-10	-16
O=C(C1CCCN(S(=O)(=O)c2ccc(Cl)cc2)C1)N(Cc1cccs1)C1CC1 (stereo not given)	23	6	-5	20	-0.3	-2	19	-1	19	11	-4
O=C(Cn1c(=O)oc2ccccc21)N1CCOCC1	26	17	-3	10	-0.9	0	17	-5	-3	-4	5
Cc1ccc(NC(=O)[C@H](CC(C)C)NC(=O)[C@@H]2Cc3ccccc3CN2)cc1	3	-17	7	-12	-0.2	-6	-30	2	1	-10	1
O=C(CNC(=O)c1ccc(Cl)cc1Cl)OCCOc1ccccc1F	-50	5	-5	17	-0.1	-3	1	/	-1	-6	8

2 entries drawn at random from the list so far, as already listed:
SMILES	Shn3 inh set2	NR2E3 ag-1	m5-HT2A agonist	Peg3 promoter	iPSC survival up	CaV13 FRET inh	HIF-2a inh	NR2E3 ag-2	PDI inh	TRPM1 prom inh	Cardio protect
CN(C(=O)c1ccc(Cl)cc1)C1=CCCCC1CCC#N (stereo not given)	6	7	-2	0	1.8	-1	3	2	11	2	-2
O=C(CSc1nnc(NC(=O)c2ccccc2[N+](=O)[O-])s1)NCc1ccco1	2	-27	-6	-5	0.6	-3	-12	1	-1	-8	-4

Next records.
SMILES	Shn3 inh set2	NR2E3 ag-1	m5-HT2A agonist	Peg3 promoter	iPSC survival up	CaV13 FRET inh	HIF-2a inh	NR2E3 ag-2	PDI inh	TRPM1 prom inh	Cardio protect
CC(C)(C)NC(=O)CSC(=Nc1ccccc1F)NC#N	-19	-23	-3	-211	-2.3	-4	-170	0	1	-31	0
COc1ccc(-c2coc3c(C(=O)NCC4CC4)cccc23)c(C)c1	27	-74	0	8	-1.5	-10	-18	/	5	/	-11
CC(C)C(=O)Nc1nc2cc3c(cc2s1)OCO3	7	-134	-1	-303	-1.7	-3	-260	-1	/	/	-10
CC1CCCN(CC(O)COCc2ccccc2)C1 (stereo not given)	-4	-6	1	-3	0.2	-18	8	-2	-4	-14	8
O=C(NCC(=O)N1CCN(c2ccccc2F)CC1)c1ccco1	-8	-24	1	-29	-0.7	-5	-18	/	-2	-17	7
CCOC(=O)C1(CCCc2ccccc2)CCN(C(=O)c2cnn(CC)c2)CC1	19	-1	0	6	0.5	-5	-2	2	16	3	-12
N#CCSc1nnc(COc2cccc3ccccc23)n1-c1ccccc1	45	-29	-5	4	-2.4	/	21	1	4	17	-7
CC(C)NC(=O)c1ccc(S(=O)(=O)N(C)C)cc1	-4	11	3	-4	-1.1	9	3	2	-2	-7	5
Cn1c(-c2ccc(N)cc2)nc2ccccc21	-57	-66	1	-192	-1.5	/	-146	-1	5	-39	-12
CC(C)NC(=O)NC(=O)CSc1nnc(COc2ccccc2Cl)o1	1	-8	-5	-18	-1.9	-1	-46	-1	0	-8	-4
CCc1cccc(C)c1NC(=O)c1ccc(CN2CCc3ccccc3C2)cc1	15	4	1	2	-1.4	-5	11	3	7	11	2
CN(C(=O)CO/N=C/c1ccc(Cl)cc1)c1ccccc1	14	-9	-5	4	-0.5	-7	-12	-4	8	0	-10
COc1ccc([C@H]2CC(=O)C=C(c3ccc4c(c3)OCO4)C2)cc1OC	86*	-2	0	5	5.6	-6	-14	-3	-4	/	-1
O=C(NCc1cccnc1)c1ccccn1	44	-1	0	6	-0.8	-4	20	1	1	9	-5
COc1ccc(CNC(=O)C2Cc3c(-c4cccc(C(C)=O)c4)ccnc3O2)cc1OC (stereo not given)	12	3	6	20	3.5	-4	7	/	-2	/	8

High-throughput results from PubChem.
